S3 lipid droplet = qHTS Assay for Lipid Storage Modulators in Drosophila S3 Cells; 320,000 compounds, 0.64% hits; lipid storage change, negative = inhibition, % at the top dose, mostly 46.1 µM; hits show Potency in µM; Drosophila S3 cells, BODIPY lipid droplet fluorescence, 18-24 h; cells fed with added oleic acid; active means well fitted inhibition curve with a large enough effect in the signal ratio, with a control signal flat, not every such curve was filed as active; inconclusive means small, poorly fitted or top-dose-only effect, or effect the other way, or a change in a side signal; the % refers to the signal ratio
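Drosophila S3 cells loaded with oleic acid (400 uM, as added) and compounds at several concentrations; lipid droplets imaged by 488-nm laser-scanning cytometry, 500–530 nm intensity and object ratio to cell channel. Percent activity normalized to 20 uM Triacsin C.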
S3 lipid droplet cell count max = second read-out of S3 lipid droplet, no call of its own (marks repeat the call); cell number change, %; measured here: cell count max response;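 cells counted by Cell Tracker Red CMTPX staining in the red channel; peak over a dose series mostly up to 46.1 µM; percent activity relative to internal control wells on each plate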
* hit, by the source's call; i = inactive; u = inconclusive; x = no result given. On the % scale 0 is the no-effect control and ±100 the full control effect; potency means the concentration at half of the fitted maximal effect. Some of the compounds tested. The share of hits here may be higher or lower than overall.

The opening 2 records, to show the layout:
SMILES	S3 lipid droplet	S3 lipid droplet cell count max
c1ccc(-c2ccc(C(c3ccccc3)n3ccnc3)cc2)cc1 (centres undefined)	u	x
CCCCCCNc1nc(OC)nc(N2CC3CC(C2)c2cccc(=O)n2C3)n1 (centres undefined)	u	x

The listing, from the first entry:
SMILES	S3 lipid droplet	S3 lipid droplet cell count max
c1ccc(-c2ccc(C(c3ccccc3)n3ccnc3)cc2)cc1 (centres undefined)	u	x
CCCCCCNc1nc(OC)nc(N2CC3CC(C2)c2cccc(=O)n2C3)n1 (centres undefined)	u	x
O=C1OC(c2ccc([N+](=O)[O-])cc2)=N/C1=C/N1CC2CC(C1)c1cccc(=O)n1C2 (centres undefined)	i	x
COc1ccc2c3c1O[C@H]1C[C@@H](O)C=C[C@@]31CCN(C)C2	-7%	-5
CO[C@H]1CC=C2CCN3CCC4=C(CC(=O)OC4)[C@]23C1	-12%	x
CC(=O)Nc1nc(CCl)cs1	u	x
O=C(O)c1ccccc1C(=O)O	u	x
COC(=O)C1C=C2c3cccc4[nH]cc(c34)CC2N(C)C1 (centres undefined)	-5%	4
CCOC(=O)C(O)(c1ccc(N=Cc2ccccc2O)c(C)c1)C(F)(F)F (centres undefined)	16%	x
COC(=O)C1=C(c2c(C)noc2C)C[C@@H]2CC[C@H]1N2C(=O)NCC1CC1	i	-22
Cc1ccc(C(O)(C(=O)NNC(=O)CN2CCN(C)CC2)c2ccc(C)cc2)cc1	u	x
Cc1ccc2nc(N3CCN(C)CC3)[nH]c2c1	u	x
CSc1ccc(C(c2c(O)c3ccccc3oc2=O)c2c(C)n(C)n(-c3ccccc3)c2=O)cc1 (centres undefined)	2%	8
COC(=O)CCCC(NC(=S)N1CC2C[C@@H](C1)Cn1c2cccc1=O)C(=O)OC (some centres undefined)	i	x
C=CCn1c(O)c(C(C)=NCc2ccc3c(c2)OCO3)c(=O)[nH]c1=O	-9%	5
Cc1ccc(N2C(=O)/C(=C/N3CCN(C(=O)c4ccco4)CC3)C(=O)NC2=S)cc1C	u	x
COC(=O)C1=C(c2ccc(F)cc2OCc2ccccc2)C[C@@H]2CC[C@H]1N2C(=O)NC(C)C	u	x
CC12CCCCC1=[N+]([O-])CN2O (centres undefined)	u	x
O=C(c1ccc2c(c1)ncn2C1CCCCC1)N1CCC2(CC1)OCCO2	10%	-24
O=c1[nH]c(=S)n(-c2ccccc2F)c(O)c1C=Nc1ccc(N2CCOCC2)cc1	8%	14
CCCCCCn1c(O)c(C=NC2CCN(Cc3ccccc3)CC2)c(=O)[nH]c1=O	u	x
O=C(C[N+]12CCC(CC1)C(OC(=O)c1ccccc1)C2)c1ccc([N+](=O)[O-])cc1 (centres undefined)	5%	-3
COc1ccc(C2NCc3ccc4c(c3-n3cccc32)OCO4)cc1O (centres undefined)	i	x
Cc1ccc(-c2cc(-c3ccccc3)cc(-c3ccccc3)[n+]2-c2ccc(C(=O)O)cc2)cc1	u	x
CCCCOCCCn1c(N)c(C(=O)OCCOC)c2nc3ccccc3nc21	u	x
CNC(=O)N(C)c1nnc(C(C)(C)C)s1	u	x
Cn1c(O)c(C(=NCCN2CCCCC2)c2ccccc2Cl)c(=O)n(C)c1=O	0%	11
O=S(=O)(c1ccc(Cl)cc1)N1CCCC1c1cccnc1 (centres undefined)	0%	-5
CCN1CCN(c2cc(N3CCCC3)c(F)cc2[N+](=O)[O-])CC1	25%	2
C=CCn1c(O)c(C(C)=NCCN2CCOCC2)c(=O)[nH]c1=O	i	5
Oc1cc(O)cc(/C=C/c2ccc(O)cc2O)c1	u	x
O=c1[nH]c(O)c(N=Nc2cc([N+](=O)[O-])ccc2O)c(=O)[nH]1	-15%	26
CN(C)C(Cc1ccccc1)C(=O)c1cccs1 (centres undefined)	u	x
COc1ccc(CCNC2CCCCC2)cc1OC	-26%	-14
O=C1NC(=O)N(c2ccccc2)C(=O)/C1=C/C=C/c1ccco1	u	x
COc1ccc(-n2cnc3cc(C(=O)N4CCC5(CC4)OCCO5)ccc32)cc1	u	x
CCOC(=O)C1CCN(/C=C2/C(=O)NC(=S)N(c3cccc(OC)c3)C2=O)CC1	u	x
O=c1[nH]c(=O)n(Cc2ccccc2)c(O)c1/C=N/Nc1c(F)c(F)c(F)c(F)c1F	u	x
COC(=O)C(c1ccccc1)N1CCCCCC1 (centres undefined)	u	x
CCc1cc(=O)oc2cc(C)cc(OCC(=O)N3CCC(C(=O)O)(c4ccccc4)CC3)c12	-9%	15

Another view of some results above.
mol | S3 lipid droplet | S3 lipid droplet cell count max
O=C1OC(c2ccc([N+](=O)[O-])cc2)=N/C1=C/N1CC2CC(C1)c1cccc(=O)n1C2 (centres undefined) | i | x
O=C(C[N+]12CCC(CC1)C(OC(=O)c1ccccc1)C2)c1ccc([N+](=O)[O-])cc1 (centres undefined) | 5% | -3
Cc1ccc(-c2cc(-c3ccccc3)cc(-c3ccccc3)[n+]2-c2ccc(C(=O)O)cc2)cc1 | u | x
O=C1NC(=O)N(c2ccccc2)C(=O)/C1=C/C=C/c1ccco1 | u | x

Continuation.
SMILES	S3 lipid droplet	S3 lipid droplet cell count max
CC(=O)C1CCC2C3CCC4CC(O)CCC4(C)C3CCC12C (centres undefined)	1%	-16
COc1cccc(OP(=O)(Nc2ccccc2)Oc2cccc(OC)c2)c1	u	x
CCOP(=O)(OCC)C(O)c1ccc(OC)cc1 (centres undefined)	u	x
COc1ccc(C(=O)C(Cc2ccccc2)N(C)C)cc1 (centres undefined)	i	x
OC(c1ccc(F)cc1)C(c1ccccc1)N1CCOCC1 (centres undefined)	3%	7
CCCC(C)n1[nH]c(=O)c2c1NC(=O)CSC2c1ccccc1 (centres undefined)	-6%	4
COc1ccc(C2=NCC(=O)N(CC(=O)NCc3ccco3)c3sc4c(c32)CCCC4)cc1	u	x
CCOC(=O)c1c(C)n(Cc2ccco2)c2c1cc(O)c1ccccc12	u	x
CCC(=NCCC(c1ccccc1)c1ccccc1)c1c(O)[nH]c(=O)[nH]c1=O	u	x
CC(Cc1ccccc1)NCCC(c1ccccc1)c1ccccc1 (centres undefined)	u	x
Oc1c(Cl)cc(Cl)cc1CN1CCN(Cc2ccccc2)CC1	u	x
c1ccc2c3c([nH]c2c1)C1(CCNCC1)NCC3	6%	-4
CC(c1ccccc1)(c1ccccc1)c1ccncc1	0%	6
COC(=O)Cn1cc(/C=C2\C(=O)NC(=O)N(c3ccccc3)C2=O)c2ccccc21	-3%	3
COc1cc(C2SCC(=O)Nc3c2c(=O)[nH]n3C2CCCCCC2)cc(OC)c1OC (centres undefined)	u	x
CC12CN3CN(C1)CC(C)(C3)C2=NO	1%	-9
CC[C@@]1(O)C(=O)OCc2c1cc1n(c2=O)Cc2cc3ccccc3nc2-1	u	x
O=c1[nH]c(=S)[nH]c(O)c1N=Nc1ccc(S(=O)(=O)N2CCc3ccccc32)cc1	5%	0
C=CCNC(=O)c1c(N)n(CCN2CCOCC2)c2nc3ccccc3nc12	u	x
CCCC(C)C1(CC)C(=O)NC(=Nc2ccc(F)cc2)NC1=O (centres undefined)	u	x
CC(=NCCc1ccccc1)c1c(O)n(C)c(=O)n(C)c1=O	5%	-6
O=c1c2ccccc2nc(-c2ccco2)n1-c1cccnc1	28%	-14
COc1ccc(-c2oc(=O)n(C)c2-c2ccc(OC)cc2)cc1	u	x
COC(=O)C1=C(c2ccc(OC)c(OC)c2)C[C@@H]2CC[C@H]1N2C(=O)NCc1cccc2ccccc12	u	x
COC(=O)C1=C(c2ccc3ccccc3c2)C[C@@H]2CC[C@H]1N2C(=O)N1CCCCC1	u	x
CC(CO)(CO)N=Cc1c(O)n(-c2cccc3ccccc23)c(=O)[nH]c1=O	i	8
COc1ccccc1CCNCc1cc2c(cc1[N+](=O)[O-])OCO2	20%	-19
Cc1ccsc1C(=O)C1CCCN(Cc2cccn2-c2ccccn2)C1 (centres undefined)	i	4
Cc1ccc(OCCSC2=NN2c2cc(C)nc(N)n2)cc1	5%	8
COc1ccc(C2NCc3ccc4c(c3-n3cccc32)OCO4)cc1OC (centres undefined)	-7%	6
CCC(=NC1CC1)c1c(O)n(-c2ccc(OC)cc2)c(=O)[nH]c1=O	i	8
CCOc1cccc(CNC2CN3CCC2CC3)c1 (centres undefined)	u	x
CC1CCCCN1Cc1cccnc1 (centres undefined)	u	x
O=c1[nH]c(=O)n(Cc2ccco2)c(O)c1C=NCCCn1ccnc1	u	x
COc1cc2c(C(=O)N3CCN(C)CC3)c(C)n(C)c2cc1Br	5%	-16
Oc1cc2c(cc1CN1CCN(c3ccccc3F)CC1)OCO2	u	x
CCC(=O)c1cn(Cc2ccc(C#N)cc2)c2ccccc12	u	x
CCCn1c(C(=O)c2ccccc2OC)nc2ccccc21	2%	9
Cc1cc(OCc2ccc([N+](=O)[O-])cc2)c2c3c(c(=O)oc2c1)CCCC3	u	x
CCN(CC)CCOC(=O)C(O)(c1ccccc1)c1ccccc1	u	x
COc1ccccc1/C=C1/C(=N/O)C2CCN1CC2	5%	15
COc1cc(CC2(CCc3ccncc3)C(=O)N(C)C(=O)N(C)C2=O)cc(OC)c1OC	u	x
O=c1[nH]c(=S)n(C2CC2)c(O)c1C=NCc1ccc(F)cc1	u	x
NC(=O)c1cn(C2CCCCC2)c2ccccc2c1=O	-1%	7
CC(Cc1ccccc1)NCCC(=O)NC(C)Cc1ccccc1 (centres undefined)	-2%	7
CCOc1cc(C=C2C(=O)NC(=O)NC2=O)ccc1OS(=O)(=O)c1ccccc1	u	x
C/C(=N\N1CCCCC1c1cccnc1)c1c(O)n(C2CCCCC2)c(=S)[nH]c1=O (centres undefined)	u	x
CN(C)CC1CSCCC1(O)c1ccc(Cl)cc1 (centres undefined)	7%	4
COc1ccc(/C=C2\C(=N\O)C3CCN2CC3)cc1	0%	-20
O=C(NC(Cc1cnc[nH]1)C(=O)O)c1ccccc1 (centres undefined)	u	x
COc1ccc(O)c(CN2CCCC(C(=O)c3sccc3C)C2)c1 (centres undefined)	1%	9
COC(=O)C1=C(c2ccccc2OCc2ccccc2)C[C@@H]2CC[C@H]1N2C(=O)NCCN1CCOCC1	17%	-14
CCC1(C)CC(CCNCc2ccc(N(C)C)cc2)(c2ccc(F)cc2)CCO1 (centres undefined)	u	x
CN1C(=O)C(Cc2nc3ccccc3c(=O)n2-c2ccccc2)c2ccccc21 (centres undefined)	-1%	-21
CN1CCN(Cc2ccc3ccccc3c2)CC1	i	16
Cc1ccc(S(=O)(=O)NP(=O)(Oc2ccccc2)Oc2ccccc2)cc1	-16%	-9
Cc1ccccc1N1C(=O)/C(=C/c2ccco2)C(=O)NC1=S	u	x
CCN(CC)c1ccc(C=C2C(=O)N(C)C(=S)N(C)C2=O)o1	u	x
CCCCn1c(N)c(C(=O)OCCOC)c2nc3ccccc3nc21	u	x
Cn1cc([N+](=O)[O-])c(C(=O)Nc2ccc3c(C(F)(F)F)cc(=O)oc3c2)n1	u	x

Entries of single compounds, looked up by structure. Order of values: S3 lipid droplet	S3 lipid droplet cell count max
O=C(NC(Cc1cnc[nH]1)C(=O)O)c1ccccc1 (centres undefined) as listed: u	x
COc1ccc(O)c(CN2CCCC(C(=O)c3sccc3C)C2)c1 (centres undefined) as listed: 1%	9
CC(Cc1ccccc1)NCCC(=O)NC(C)Cc1ccccc1 (centres undefined) as listed: -2%	7
Cc1ccc(S(=O)(=O)NP(=O)(Oc2ccccc2)Oc2ccccc2)cc1 as listed: -16%	-9
Cc1ccccc1N1C(=O)/C(=C/c2ccco2)C(=O)NC1=S as listed: u	x

(further entries)
SMILES	S3 lipid droplet	S3 lipid droplet cell count max
CCCCCCCC(=O)NC(Oc1ccccc1[N+](=O)[O-])C(Cl)(Cl)Cl (centres undefined)	7%	-12
CN(C(=O)c1ccco1)C1(c2ccccc2Cl)CCCCC1=O (centres undefined)	u	x
O=c1c2ccccc2nc(-c2cccs2)n1-c1ccccc1	u	x
Cc1ccc(CN2C3CCCC2CC(NC(=O)Nc2cccc(F)c2)C3)cc1 (centres undefined)	3%	6
COC(=O)c1c(C)[nH]c(C(=O)C(C)[N+]23CCN(CC2)CC3)c1C (centres undefined)	11%	7
COc1ccc(OCC(=O)N2CCCC(N3CCN(c4ccccc4C)CC3)C2)cc1 (centres undefined)	u	x
COc1ccccc1N1CCN(Cc2ccc(F)cc2)CC1	-13%	-8
CCCCCSc1cc(OC)c(CCN(C)C)cc1OC	u	x
Cc1nc2ccc(Br)cc2c(=O)n1-c1ccc([N+](=O)[O-])c(C(F)(F)F)c1	12%	-3
O=C(Nc1ccccc1)c1c(O)c2c(n(Cc3ccco3)c1=O)CCCC2	-5%	-11
CC1CCC[C@H](O)CCCCCc2cc(O)cc(O)c2C(=O)O1 (some centres undefined)	u	-17
O=c1[nH]c(=S)n(C2CC2)c(O)c1C=Nc1cccc(C(F)(F)F)c1	-2%	-2
COc1cccc(-n2c(=S)[nH]c3ccccc3c2=O)c1	u	x
Nc1ccc2cc(Br)ccc2c1	-8%	-14
CCC(=O)c1cn(Cc2ccccc2)c2ccccc12	11%	3
COc1ccc(-c2nc3ccc(C(=O)N4CCC5(CC4)OCCO5)cc3nc2-c2ccc(OC)cc2)cc1	u	x
CCCCCn1c(=O)c(C(=O)Nc2nc(CC(=O)OCC)cs2)c(O)c2ccccc21	u	x
CCc1ccc(N2C(=O)NC(=O)/C(=C/c3cccn3CCOc3ccc(C)cc3)C2=O)cc1	u	x
COc1cccc(N2C(=O)NC(=O)/C(=C/c3ccc([N+](=O)[O-])s3)C2=O)c1	-4%	-1

Compound activity as filed in PubChem.
